Growth percent in the NCI-60 one-dose screen (48 h, 10 µM unless noted): 100 = growth as untreated, 0 = no growth, -100 = all killed.
UACC-62: UACC-62 melanoma; 81,000 compounds, 5.4% hits
SK-MEL-5: SK-MEL-5 melanoma. 80,000 compounds, 6.4% hits. AID 1794755
HOP-92: HOP-92 NSCLC cells; 71,000 compounds, 6.3% hits
UACC-257: UACC-257 melanoma; 78,000 compounds, 4.4% hits; AID 1794764
A549/ATCC: A549/ATCC NSCLC | 81,000 compounds, 3.7% hits
SK-MEL-28: SK-MEL-28 melanoma; 81,000 compounds, 4.1% hits; AID 1794761
M14: M14 melanoma; 80,000 compounds, 6.2% hits; AID 1794745
EKVX: EKVX NSCLC; 71,000 compounds, 3% hits; AID 1794765
* marks the source's active call; other numbers are inactive results; · = not tested or not shown; & = joins results of further samples; [ ] = another dose, or the depositor's remark. Rule for the calls: active = growth percent below 10; inactive = the rest. This is a random part of the collection; any-hit rate near 9.8%.

SMILES | UACC-62 | SK-MEL-5 | HOP-92 | UACC-257 | A549/ATCC | SK-MEL-28 | M14 | EKVX
N#Cc1cccc(-c2nc3ccccn3c2NCCN2CCOCC2)c1 | 95 | 104 | 93 | 99 | 90 | 107 | 90 | 104
CCOC(=O)NN(C(=O)OCC)N1CCOCC1 | 93 | 104 | 86 | 91 | 94 | 101 | 103 | ·
CCCCCCNC(=O)Oc1ccc(/C(=C(/C)c2ccc(OC)cc2)c2ccc(OCCN3CCCC3)cc2)cc1 | 74 | 54 | 63 | 2.8* | 73 | 60 | -35* | 80
CC1(C)[C@H](O)CC[C@]2(C)[C@@H]1CC[C@@]13C[C@@H](CC[C@H]12)[C@H](C=O)C3 | 95 | 98 | 112 | 104 | 95 | 105 | 105 | 96
C=CCNC(=O)Cc1c(-c2ccccc2)oc2cc(OC)c(OC)c(OC)c12 | 101 | 90 | 107 | 101 | 99 | 111 | 105 | 97
Clc1ccc(C2=CSC3=NCCN23)cc1 | 81 | 99&100 | 106 | 100&105 | 91&90 | 102&108 | 92&96 | 103&106
O=C(O)/C=C\C(=O)Nc1ccccc1Cl | 97 | 98 | 84 | 93 | 92 | 83 | 99 | 100
N#C/C(=C(\CCCO)NCCCC(=O)O)c1nc2ccccc2[nH]1 | 94 | 110 | · | · | 96 | 109 | 105 | 107
Cc1ccc2nc(NC(=O)CSc3nc(Nc4ccccc4C(=O)O)c(C#N)c(-c4ccccc4)n3)sc2c1 | 93 | 99 | 96 | 111 | 97 | 103 | 106 | 97
O=C1C(Cl)=C(Nc2ccccn2)C(=O)c2ccccc21 | 1.2* | -84* | 102 | -10* | 104 | 35 | 89 | 98
BrCCOc1ccc(Br)cc1 | 105 | 96 | · | 88 | 96 | 114 | 102 | ·
N=C(N)c1ccc(-c2ccc(-c3ccc(F)cc3)s2)s1 | -68* | 78 | 28 | -50* | -66* | 83 | -45* | 41
CCC(Cc1ccccc1)OC(=O)c1cc(-c2ccc(OC)cc2)nc2ccccc12 (stereo not drawn) | 66 | 101 | 91 | 99 | 100 | 99 | 97 | 94
CCN(CC)CCn1c2ccc(OC)cc2c2sc3cc(OC)ccc3c(=O)c21 | 47 | 57 | 42 | 41 | 19 | 30 | -78* | 41
COc1cc(CNC(=O)Cc2ccccc2)ccc1OCc1cn(-c2ccccc2)nn1 | 85 | 89 | 101 | 96 | 96 | 100 | 103 | 93
NC(=Nc1ccccc1)SCCCCCCSC(N)=Nc1ccccc1 | 77 | 51 | 30 | 62 | 81 | 90 | 84 | 68
Cc1ccccc1[C@H]1C(C(=O)c2ccc(Cl)cc2)C2(N[C@@H]1c1ccccc1)C(=O)Nc1ccc(Br)cc12 (stereo partly drawn) | 11 | 35 | -21* | 37 | 2.7* | 41 | 1.4* | 26
CC(=O)N(C)C | 94[500 µM] | 100[500 µM] | 91[500 µM] | 101[500 µM] | 103[500 µM] | 102[500 µM] | 91[500 µM] | 87[500 µM]
COc1cc(C2NCC(=O)N2O)cc(OC)c1OC (stereo not drawn) | 91 | 107 | 74 | 91 | 95 | · | 102 | 90
Cc1cc(C)c(C#N)c(OCc2ccc(Cl)cc2)n1 | 75 | 98 | · | 101 | 91 | 107 | 93 | 68
CCCCC(CCCC)(S(=O)(=O)CC)S(=O)(=O)CC | 106 | 98 | 88 | 101 | 94 | 115 | 101 | ·
OCCN(CCO)Cc1cc(OCc2ccccc2)ccc1O | 105 | 104 | 111 | 113 | 107 | 113 | 103 | 96
Cc1ccc(S(=O)(=O)CCc2nc(S(=O)(=O)c3ccc(C)cc3)c(NCCCN3CCOCC3)o2)cc1 | 104 | 105 | 92 | 99 | 93 | 109 | 93 | 93
NNC(=O)/C(=C\c1ccc([N+](=O)[O-])cc1)CC(=O)c1ccc(Cl)c(Cl)c1 | 74 | 94 | 103 | 91 | 79 | 103 | 86 | 70
CC(=O)c1c(C)[nH]c2c1c(-c1ccncc1)nc1ccccc12 | 72 | 93 | 102 | 91 | 84 | 94 | 84 | 93
Nc1ccc(SCc2nc3cccc4c3n2CCC4)cc1 | 103 | 101 | · | 106 | 101 | 119 | 105 | 96
Clc1ccc2c(OCCCn3ccnc3)c3oc4ccc(Cl)cc4c3nc2c1 | 88 | 90 | 27 | 112 | 81 | 94 | 97 | 72
N#Cc1cc([N+](=O)[O-])ccc1N/C(N)=N/c1nc2ccccc2s1 | 100 | 100 | 107 | 104 | 101 | 104 | 104 | 88
COc1cc(C2C(C(=O)OC/C=C/c3ccc4c(c3)OCO4)C(c3cc(OC)c(OC)c(OC)c3)C2C(=O)OC/C=C/c2ccc3c(c2)OCO3)cc(OC)c1OC (stereo not drawn) | 87 | 103 | · | 106 | 103 | 108 | 106 | 104
CCOC(=O)CC1CSC(N/N=C/c2ccccc2)=N1 (stereo not drawn) | 105 | 100 | 100 | 103 | 100 | 110 | 103 | 102
O=C1Nc2ccccc2C(c2c(-c3ccccc3)[nH]c3ccccc23)N1 (stereo not drawn) | · | 89 | 95 | · | 69 | · | 83 | 74
Cn1ccc(Nc2nccc(Oc3ccc(C(=O)Nc4cccc(F)c4)c(Cl)c3)n2)c1 | 67 | 40 | 76 | 79 | 97 | 97 | 97 | 47
Cc1c(N)cc(S(=O)(=O)O)cc1NC(=O)c1cccc([N+](=O)[O-])c1 | 104 | 105 | 97 | 77 | 94 | 106 | 104 | 116
O=C1OC2CC3CC1C2C3 (stereo not drawn) | 112&99 | 100&94 | 95&130 | 104&100 | 104&95 | 108&111 | 105&109 | ·
CC(C(=O)O)c1ccccc1 (stereo not drawn) | 110 | 105 | 99 | 102 | 102 | 104 | · | 117
CC(=O)Nc1ccc(/C=N\NC(=S)N/N=C/c2ccc(NC(C)=O)cc2)cc1 | 106 | 109 | · | 119 | 116 | 108 | 104 | 126
CCOC(=O)CSc1nc(-c2ccccc2)c(C#N)c(N)c1C#N | 94 | 97 | 75 | 99 | 91 | 110 | 102 | 93
COc1ccc(Cn2c(Br)c3c(c2-c2cc(OC)c(OC)c(OC)c2)CCc2sc(NC(=O)c4ccc(OC)cc4)nc2-3)cc1 | 95 | 87 | 89 | 116 | 94 | 105 | 97 | ·
c1ccc(C(c2ccccc2)c2nn3c(-c4cccnc4)nnc3s2)cc1 | 29 | 78 | 47 | 68 | 65 | 56 | 77 | 74
COc1ccc2c(=O)cc(-c3cccnc3)oc2c1OC | 110 | 88 | 64 | 99 | 104 | 108 | 102 | 125

Nothing new here: 15 of the compounds above.
SMILES | UACC-62 | SK-MEL-5 | HOP-92 | UACC-257 | A549/ATCC | SK-MEL-28 | M14 | EKVX
Nc1ccc(SCc2nc3cccc4c3n2CCC4)cc1 | 103 | 101 | · | 106 | 101 | 119 | 105 | 96
Clc1ccc2c(OCCCn3ccnc3)c3oc4ccc(Cl)cc4c3nc2c1 | 88 | 90 | 27 | 112 | 81 | 94 | 97 | 72
N#Cc1cc([N+](=O)[O-])ccc1N/C(N)=N/c1nc2ccccc2s1 | 100 | 100 | 107 | 104 | 101 | 104 | 104 | 88
COc1cc(C2C(C(=O)OC/C=C/c3ccc4c(c3)OCO4)C(c3cc(OC)c(OC)c(OC)c3)C2C(=O)OC/C=C/c2ccc3c(c2)OCO3)cc(OC)c1OC (stereo not drawn) | 87 | 103 | · | 106 | 103 | 108 | 106 | 104
CCOC(=O)CC1CSC(N/N=C/c2ccccc2)=N1 (stereo not drawn) | 105 | 100 | 100 | 103 | 100 | 110 | 103 | 102
O=C1Nc2ccccc2C(c2c(-c3ccccc3)[nH]c3ccccc23)N1 (stereo not drawn) | · | 89 | 95 | · | 69 | · | 83 | 74
Cn1ccc(Nc2nccc(Oc3ccc(C(=O)Nc4cccc(F)c4)c(Cl)c3)n2)c1 | 67 | 40 | 76 | 79 | 97 | 97 | 97 | 47
Cc1c(N)cc(S(=O)(=O)O)cc1NC(=O)c1cccc([N+](=O)[O-])c1 | 104 | 105 | 97 | 77 | 94 | 106 | 104 | 116
O=C1OC2CC3CC1C2C3 (stereo not drawn) | 112&99 | 100&94 | 95&130 | 104&100 | 104&95 | 108&111 | 105&109 | ·
CC(C(=O)O)c1ccccc1 (stereo not drawn) | 110 | 105 | 99 | 102 | 102 | 104 | · | 117
CC(=O)Nc1ccc(/C=N\NC(=S)N/N=C/c2ccc(NC(C)=O)cc2)cc1 | 106 | 109 | · | 119 | 116 | 108 | 104 | 126
CCOC(=O)CSc1nc(-c2ccccc2)c(C#N)c(N)c1C#N | 94 | 97 | 75 | 99 | 91 | 110 | 102 | 93
COc1ccc(Cn2c(Br)c3c(c2-c2cc(OC)c(OC)c(OC)c2)CCc2sc(NC(=O)c4ccc(OC)cc4)nc2-3)cc1 | 95 | 87 | 89 | 116 | 94 | 105 | 97 | ·
c1ccc(C(c2ccccc2)c2nn3c(-c4cccnc4)nnc3s2)cc1 | 29 | 78 | 47 | 68 | 65 | 56 | 77 | 74
COc1ccc2c(=O)cc(-c3cccnc3)oc2c1OC | 110 | 88 | 64 | 99 | 104 | 108 | 102 | 125

Continued.
SMILES | UACC-62 | SK-MEL-5 | HOP-92 | UACC-257 | A549/ATCC | SK-MEL-28 | M14 | EKVX
COc1cc(F)ccc1/C=C/C(=O)/C=C(/C=C/c1ccc(F)cc1OC)OB(F)F | 76 | 84 | 107 | 59 | 84 | 88 | 80 | 98
O=C(c1ccc(Cc2n[nH]c(=O)c3cccnc23)cc1)N1CCN(c2ccc(C(F)(F)F)cc2)CC1 | 78 | 81 | 109 | 90 | 101 | 93 | 99 | 94
O=C(O)c1c2ccccc2nc2ccccc12 | 100 | 98 | 93 | 95 | 100 | 115 | 104 | ·
CN1C=C/C(=C/[N+](=O)[O-])N(C)C1=O | 105 | 103 | 92 | · | 107 | 115 | 92 | ·
O=c1c2ccccc2sc2ccccc12 | 91 | 100 | 85 | 110 | 91 | 124 | 110 | 106
COc1cc2ccc(C=O)cc2cc1OC | 100&103 | 99&100 | 89&88 | 107&98 | 100&102 | 111&112 | 107&108 | ·
CC(O)C1CCCNC1 (stereo not drawn) | 94 | 96 | 97 | 95 | 93 | 101 | 104 | 96
COc1ccc(C(=O)CNc2ccc(-n3c(C)nc4c(cnn4-c4ccccc4)c3=O)cc2)cc1 | 76 | 83 | 102 | 90 | 89 | 99 | 89 | 69
CCOC(=O)c1c(C)oc2ncnc(Nc3ccc(C(=O)NCCc4ccccc4)cc3)c12 | 95 | 86 | 62 | 80 | 57 | 88 | 81 | 90
COc1ccc(N/C=c2\c(C)c(C#N)c3nc4ccccc4n3c2=O)cc1 | 92 | 99 | 77 | 74 | 67 | 114 | 105 | 106
Cc1ccc(NCC(=O)Nn2c(COc3ccccc3)nc3ccccc3c2=O)cc1 | 61 | 86 | 58 | 84 | 78 | 91 | 93 | 85
CC(=O)Nc1ccc2c(=O)cc[nH]c2n1 | · | 97 | · | 101 | 105 | 116 | 100 | ·
O=C(CCCCC(=O)Sc1ccccc1)Sc1ccccc1 | 100&91 | 100 | 103&74 | 90&127 | 84&104 | 114&108 | 104&108 | 93&100
O=C1c2ccccc2C(=O)c2c1cc(S(=O)(=O)O)cc2[N+](=O)[O-] | 105 | 103 | 78 | 114 | 94 | 106 | 99 | 102
CNC(=O)c1cn(C2CC2)c2cc(N3CCN(C(=O)c4cc(OC)c(OC)c(OC)c4)CC3)c(F)cc2c1=O | 96 | 98 | 92 | · | 95 | 105 | 109 | 91
O=[N+]([O-])c1cc(Br)cc(Br)c1 | 97 | 99 | 89 | 90 | 83 | 106 | 105 | 103
Fc1ccc(COc2ccc(Nc3ncnc4sc5c(c34)CCCC5)cc2Cl)cc1 | 84 | 88 | 83 | 93 | 71 | 103 | 98 | 73
CC(C)NCCCNCC(=O)Nc1ccc(S(=O)(=O)c2ccc(NC(=O)CNCCCNC(C)C)cc2)cc1 | 96 | 103 | 102 | 86 | 92 | 113 | 103 | 105
Cc1ccc(-c2ccc(SCC(=O)Nc3ccc(S(N)(=O)=O)cc3Br)nn2)cc1 | 60 | 68 | -32* | 78 | 16 | 61 | 69 | 62
Cc1ccc(/C=C/CC(=O)Nc2ccc(C(=O)Nc3ccc(F)cc3N)cc2)cn1 | 51 | 69 | 23 | 52 | 69 | 56 | 57 | 63
CCN(CC)c1ccc(NC(=S)NN)cc1 | 97 | 93 | · | 102 | 108 | 101 | 97 | ·
OC(C[n+]1ccccc1)c1cccs1 (stereo not drawn) | 84 | 102 | 74 | 93 | 91 | 77 | 93 | 100
Cc1nc2ccccc2c(/C=C/c2ccc(Cl)cc2)c1C(=O)/C=C/c1ccccc1 | 0.2* | 14 | 41 | -3.8* | 21 | 8.6* | -0.1* | 32
CSc1ccc(Cc2nc3ccccc3[nH]2)cc1 | 94 | 94 | 99 | 110 | 100 | 99 | 102 | 99
COc1cc(-c2c3c(nn2-c2ccccc2)CCc2cnoc2-3)cc(OC)c1OC | 71 | 77 | · | 97 | 85 | 100 | 97 | 88
Cc1ccc(C(=O)NCCNc2nccc(Nc3ccc(S(=O)(=O)Nc4ccccn4)cc3)n2)cc1 | 102 | 98 | 95 | 93 | 85 | 109 | 91 | ·

Bioassay records from PubChem.
